Screening data as filed in PubChem.
MEP2 TOR yeast: alters MEP2-GFP fluorescence in TOR pathway yeast screen; S. cerevisiae MEP2-GFP strain, flow cytometry GFP, 3 h; 100% = DMSO control level; GFP response vs DMSO, % at 10 µM; hit rate 0.51% among 330,000; AID 2016;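 active = GFP response versus DMSO above a set limit, roughly screen mean plus 3 SD, cut at about 180% in these data; inconclusive = fewer than 70 cells counted for a yeast strain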;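 also: median GFP fluorescence of the barcode-gated MEP2-GFP cells per well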
ZTA DNA inh: ZTA (EBV) inhibition in EBNA-1 counter-screen | P03206 | ZTA-DNA binding, fluorescence polarization | inhibition, % at 11 µM | hit rate 0.15% among 320,000 | AID 2234; in the data active = inhibition above about 33%
EBNA-1 inh: blocks EBNA-1 binding to DNA; hit rate 0.34% among 300,000; AID 1950; inhibition, % at 14.8 µM; EBNA-1 DNA binding, fluorescence polarization; in the data active = inhibition above about 28%
procasp7 counter: activates human procaspase-7, counter-screen for procaspase-3 activators; P55210; recombinant procaspase-7, Ac-DEVD-pNA absorbance 405 nm; D23A/D198A/D206A triple mutant, cannot self-cleave; scale: DMSO 0, 5 µM enzyme 100; activation, % at 8.5 µM; hit rate 0.093% among 330,000; AID 463210;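 active = percent activation above the screen-wide mean plus 3 SD, cut at about 25% in these data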
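Assay system: Uncleavable procaspase-7 mutant enzyme; Input: 2 µM procaspase-7 mutant as dispensed; Also added: DEVD-pNA substrate; Medium: Zinc-free HEPES pH 7.4 with 300 mM NaCl, 0.01% Triton X-100; Timing: 1 h compound preincubation, 2 h substrate cleavage, 25 °C; Measured by: Epi-absorbance of released pNA at 405 nm, two timepoints.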
RPL19A-GFP yeast: alters RPL19A-GFP fluorescence in TOR pathway yeast screen | percent response vs DMSO, % at 10 µM | S. cerevisiae RPL19A-GFP strain, flow cytometry, 3 h; active compounds read low | AID 2025 | hit rate 0.3% among 330,000;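 active = percent response vs DMSO below 50%; inconclusive = fewer than 70 events counted for the yeast strain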;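 also: median channel GFP fluorescence of the barcoded RPL19A-GFP strain; ratio of sample median GFP to plate DMSO average so 100% = DMSO; lower means less RPL19A-GFP as with rapamycin TOR inhibition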
AHR activator: activators of human aryl hydrocarbon receptor; hit rate 2.5% among 320,000; AHR-responsive luciferase reporter cells, luminescence; activation, % at 5 µM; in the data active = activation above about 47%;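 also: 0% = vehicle wells and 100% = reference agonist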
LAP4-GFP MLPCN: modulators of TOR pathway LAP4-GFP in S. cerevisiae; S. cerevisiae LAP4-GFP multiplex, flow cytometry GFP, 3 h; median GFP as percent of DMSO wells; GFP response vs DMSO, % at 10 µM; hit rate 0.34% among 320,000;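 active = GFP response vs DMSO above a set limit, about the screen mean plus 3 SD, cut at about 150% in these data; inconclusive = under 70 cell events counted for the yeast strain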
procasp3 activ: activates human procaspase-3 | P42574 | recombinant procaspase-3 D3A, Ac-DEVD-pNA absorbance 405 nm | activation, % at 8.5 µM | hit rate 0.11% among 330,000;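 active = activation above the mean of all tested compounds plus 3 SD, cut at about 21% in these data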;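 also: 0% = DMSO alone and 100% = DMSO wells spiked with extra 5 µM PC-3 D3A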
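assay system = Procaspase-3 D3A mutant | signal = absorbance at 405 nm, 0 and 120 min | times = 1 h preincubation plus 2 h reaction at 25 °C | repeats = single replicate | read-out = % activation between DMSO and enzyme-spiked controls | medium = Zinc-free HEPES saline buffer with Triton X-100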
An asterisk follows results filed as active; ? = inconclusive; nt = not tested or not shown; [ ] = remark or other dose.

Start of the data: the first seven records as a preview:
SMILES	MEP2 TOR yeast	ZTA DNA inh	EBNA-1 inh	procasp7 counter	RPL19A-GFP yeast	AHR activator	LAP4-GFP MLPCN	procasp3 activ
Cc1ccc2nc3c(cc(C(=O)NCC4CCCO4)c(=N)n3CC3CCCO3)c(=O)n2c1 (stereo not given)	121[may fluoresce violet]	-7	3	-5	63[may fluoresce violet]	2	?	-5
O=C(COC(=O)/C=C/c1cccc([N+](=O)[O-])c1)NCc1ccc2c(c1)OCO2	97	27	18	1	102	-1	105	-2
CC(=O)NC(CC(=O)Nc1nccs1)c1ccccc1 (stereo not given)	105	-13	-4	1	107	4	101	11
CCc1ccc(/C=N/Nc2ncnc3nc[nH]c23)cc1	97	-9	0	5	99	45	107	5
Cc1cc(Cl)c2oc(C(=O)N(C)CCc3cnn(C)c3)c(C)c2c1	103	-22	-5	0	102	8	106	7
CCCc1cc2c(=O)n(NC(=O)c3nn(C)cc3[N+](=O)[O-])c(C)nc2s1	101	11	5	8	100	2	93	7
CN(Cc1cc([N+](=O)[O-])ccc1Cl)C(=O)C[n+]1ccccc1	107	8	-17	-6	106	0	83	4

This part in full, repeating the preview:
SMILES	MEP2 TOR yeast	ZTA DNA inh	EBNA-1 inh	procasp7 counter	RPL19A-GFP yeast	AHR activator	LAP4-GFP MLPCN	procasp3 activ
Cc1ccc2nc3c(cc(C(=O)NCC4CCCO4)c(=N)n3CC3CCCO3)c(=O)n2c1 (stereo not given)	121[may fluoresce violet]	-7	3	-5	63[may fluoresce violet]	2	?	-5
O=C(COC(=O)/C=C/c1cccc([N+](=O)[O-])c1)NCc1ccc2c(c1)OCO2	97	27	18	1	102	-1	105	-2
CC(=O)NC(CC(=O)Nc1nccs1)c1ccccc1 (stereo not given)	105	-13	-4	1	107	4	101	11
CCc1ccc(/C=N/Nc2ncnc3nc[nH]c23)cc1	97	-9	0	5	99	45	107	5
Cc1cc(Cl)c2oc(C(=O)N(C)CCc3cnn(C)c3)c(C)c2c1	103	-22	-5	0	102	8	106	7
CCCc1cc2c(=O)n(NC(=O)c3nn(C)cc3[N+](=O)[O-])c(C)nc2s1	101	11	5	8	100	2	93	7
CN(Cc1cc([N+](=O)[O-])ccc1Cl)C(=O)C[n+]1ccccc1	107	8	-17	-6	106	0	83	4
C[C@H](CO)N1C[C@H](C)[C@@H](CN(C)S(=O)(=O)c2ccccc2)Oc2c(NC(=O)Nc3ccc(C(F)(F)F)cc3)cccc2C1=O	97	nt	nt	12	95	0	102	6
Cc1cccc(-n2nnnc2SCC(=O)NCCN2C(=O)CSC2=O)c1	104	-7	-2	2	104	1	98	-5
CC(=O)N1CCC(=NNC(=O)c2cccs2)CC1	105	5	2	-14	103	21	96	-2
O=C(C1CCCN1S(=O)(=O)c1ccc(Cl)cc1)N1CCCCC1 (stereo not given)	94	0	5	11	99	-5	92	-3
Cc1ccc(C)c(OCCC(=O)OCC(=O)Nc2cc(S(=O)(=O)N3CCCCC3)ccc2C)c1	118	nt	nt	-1	107	1	132	2
CN1CCc2c(sc3c2C(=O)NC(c2ccccn2)N3)C1 (stereo not given)	112	40*	17	-5	92	46	102	-2
O=C(c1ccco1)n1nc(-c2ccccc2)nc1NCc1ccco1	103	-3	-3	3	101	-2	95	11
Cn1c2ccccc2c2c(C(=O)NCc3ccco3)cn(C3CCCCC3)c(=O)c21	79	5	2	-6	91	20	74	-10
Cn1nnnc1SCCNCc1ccccc1OCc1ccc(F)cc1	92	-2	-5	-3	94	1	94	-3
O=C(NNc1ccc([N+](=O)[O-])cc1)c1ccco1	99	9	-13	1	109	0	77	1
N#CCCn1c(-c2nonc2NC(=O)c2ccccc2Cl)nc2ccccc21	101	-2	-8	8	100	6	104	9
COCCN(C(=O)CSCc1ccc(C)cc1)c1c(N)n(CC(C)C)c(=O)[nH]c1=O	89	-7	nt	-3	93	0	93	2
CN1CC(=O)N(CC(=O)N2CCC(Cc3ccccc3)CC2)C1=O	101	-2	-11	6	100	-1	106	6
CC(C)(C)NC(=O)NC(=O)CSc1ccc(S(=O)(=O)N2CCOCC2)cn1	97	-2	nt	-32	91	0	95	-18
CCN(CC)C(=O)c1ccccc1NC(=O)CN1C(=O)c2ccccc2S1(=O)=O	91	-4	-8	2	95	2	94	0
Cc1cnc(C(=O)OCC(=O)c2c(N)n(CC(C)C)c(=O)n(C)c2=O)cn1	108	-22	-4	2	105	-3	104	-11
CCOc1ccccc1NC(=O)Cn1nnc(C(=O)Nc2ccc(C)cc2)c1N	136	-19	-2	0	93	26	122	-12
CCCCNC(=O)CSc1nc2ccc(Nc3nc(N4CCOCC4)nc(N4CCOCC4)n3)cc2s1	94	7	-7	4	98	2	101	7

Next part.
SMILES	MEP2 TOR yeast	ZTA DNA inh	EBNA-1 inh	procasp7 counter	RPL19A-GFP yeast	AHR activator	LAP4-GFP MLPCN	procasp3 activ
C=CCNc1cc(C(F)(F)F)nc(-c2ccccn2)n1	99	2	5	7	104	0	87	3
O=C(Cc1csc(-c2ccc(Cl)cc2)n1)Nc1cccc(S(=O)(=O)NC2=NCCC2)c1	102	-2	nt	10	101	-4	104	7
CO/N=C(/CS(=O)Cc1ccccc1Cl)c1ccc(Cl)cc1Cl (stereo not given)	96	5	5	3	97	2	106	0
CCOC(=O)Cn1c(=O)oc2cc(S(=O)(=O)NCc3cccs3)ccc21	97	-2	7	2	102	-1	108	12
Cc1c(Cl)cccc1NC(=O)COC(=O)CCc1nc2ccccc2n1-c1ccccc1	105	-5	3	5	103	-3	100	-1
CC(=O)Nc1ccc(NC(=O)CSc2nc3nc(C)cc(C)c3c(=O)[nH]2)cc1	77	-3	-4	12	85	-1	80	0
CCn1c(-c2cc3c(C(F)(F)F)nn(C)c3s2)n[nH]c1=S	91	16	0	-22	85	5	87	-21
C=CCN1C(=O)C2C(C(=O)NC3CCCC3)C3(C)C=CC2(O3)C1C(=O)NC1CCCC1 (stereo not given)	101	0	3	3	101	-1	98	1
O=C(c1ccco1)N1CCN(Cc2cn[nH]c2-c2cccc3ccccc23)CC1	107	1	-8	3	97	1	101	0
O=C(Nc1ccc(O)cc1)c1ccc2c(c1)C(=O)N(Cc1ccccc1)C2=O	93	8	4	1	94	0	90	11
Cc1ccc(N(C(=O)c2ccccc2Cl)C2=NC(C)CS2)c(C)c1 (stereo not given)	101	10	1	-3	101	-5	95	5
COC(=O)c1ccccc1NC(=O)N1CCN(c2ccc(F)cc2)CC1	109	-10	-13	4	97	-1	82	-1
O=C(Nc1ccccc1C(=O)O)c1cccc(S(=O)(=O)Nc2ccc(Br)cc2)c1	102	-19	1	-15	104	1	104	-6
O=C(CNC(=O)C1CCCCC1)OCC(=O)c1ccc(F)cc1	96	-1	nt	7	96	1	89	-2
CC(=O)C[C@H]1c2cc(C(F)(F)F)ccc2S(=O)(=O)N1C1CCCC1	101	10	5	4	106	4	110	0
COC(=O)[C@H](C)NC(=O)COc1ccccc1	96	7	-3	8	98	-2	96	1
COc1ccc(NC(=O)c2nc(C)c(C3(C)CC(c4cccnc4)=NO3)s2)cc1 (stereo not given)	92	-5	15	-3	99	12	148	5
Cc1noc(NS(=O)(=O)c2ccc(NC(=O)CS(=O)(=O)c3ccccc3)cc2)c1C	102	0	-1	11	97	0	95	0
Cc1c(NC(=O)c2ccc(S(=O)(=O)N3CCOCC3)cc2)c(=O)n(-c2ccccc2)n1C	99	-24	-14	-2	98	3	104	-7
O=C(c1cc(-c2ccccc2Cl)nc2ccccc12)N1CCN(c2ccccn2)CC1	99	nt	nt	2	96	1	108	6
CC(=O)NNc1ncnc2ccccc12	94	2	-5	15	100	17	90	1
Cc1ccc(/C=N/n2c(-c3ccco3)n[nH]c2=S)s1	96	7	4	-13	106	3	98	-4
O=C(Nc1cccc(Cl)c1)c1cnccn1	106	7	-1	10	102	1	95	7
CC(=O)Nc1nonc1NC(=O)COc1ccccc1	98	-7	5	3	91	-1	94	8
C=CCn1c(=O)c2ccccc2n2c(SCc3nc4ccccc4s3)nnc12	110	16	-22	2	90	30	98	-4

The listing continues:
SMILES	MEP2 TOR yeast	ZTA DNA inh	EBNA-1 inh	procasp7 counter	RPL19A-GFP yeast	AHR activator	LAP4-GFP MLPCN	procasp3 activ
OC(CNc1ccccc1)Cn1ccc2ccccc21 (stereo not given)	95	-22	-7	-5	94	-2	101	11
CC(C)(C)NC(=O)CSc1ncnc2c1cnn2-c1ccccc1	100	-21	-9	13	97	1	105	3
COC(=O)c1sc(SC)c2c1CC(C)(C)C/C2=N/O	97	-7	-7	4	97	-1	102	7
O=C(CSc1ccc2nnc(-c3cccc(F)c3)n2n1)NCC1CCCO1 (stereo not given)	103	2	10	-2	101	-2	101	-3
COc1ccc(C(=O)NCc2ccc(Cl)cc2)cc1S(=O)(=O)N1CCCC1	102	-9	nt	11	98	0	95	-3
COn1c(-n2nc(C)cc2C)nc2ccccc2c1=O	107	3	-6	6	98	10	97	-9
CCC1=NN(C(=O)c2ccc(Br)cc2)C(O)(c2ccc(C)cc2)C1 (stereo not given)	105	-3	1	7	101	11	112	6
COc1cc(/C=C/C(=O)OCC(=O)N2CCCC2)cc(OC)c1OC	97	10	nt	8	98	-2	95	-1
O=C(COC(=O)/C=C/c1ccco1)NCc1ccco1	108	-3	-12	-9	106	4	86	-3
CN(C)c1ccc(P(=O)(OCc2ccccc2)C(O)c2ccc(Br)cc2)cc1 (stereo not given)	95	9	2	-1	99	-2	103	-6
O=C(NCC1CCCO1)c1ccc(Br)o1 (stereo not given)	92	-2	-6	14	98	0	96	-2
COc1ccc2nc(NC(=O)/C=C/c3ccc4c(c3)OCO4)sc2c1	94	-10	3	8	96	-1	107	2
CN(C)CCN(C(=O)c1ccc(S(=O)(=O)N(C)c2ccccc2)cc1)c1nc2cc3c(cc2s1)OCCO3	109	10	0	-3	101	13	107	14
CC1CN(C(=O)c2ccc(CNS(=O)(=O)c3cccc(C(F)(F)F)c3)cc2)CC(C)O1 (stereo not given)	106	-7	-16	0	99	1	101	6
COc1cccc(C2(O)CCN(C(=O)C3CC3)CC2)c1	98	-12	-11	2	99	0	95	1
COc1ccc(/C=N/NC(=O)c2cc(C34CC5CC(CC(C5)C3)C4)[nH]n2)cc1OC	104	21	14	2	108	8	93	-3
COc1c(Cl)ccc(Cl)c1C(=O)NC(=O)Nc1nc(C)cc(C)n1	95	1	-8	5	103	11	102	6
CC1Oc2ccccc2N(CC(=O)NCc2ccc3c(c2)OCO3)C1=O (stereo not given)	97	-4	13	3	96	24	90	10
Cc1ccc(S(=O)(=O)N2CCN(C(=O)CCC(=O)NC3CCCc4ccccc43)CC2)cc1 (stereo not given)	103	-5	-2	7	96	6	98	-4
Cc1cc(F)ccc1NCc1cccnc1	102	11	-5	-2	96	1	97	7
CC(C)(Oc1ccc(CCNC(=O)c2ccc(-c3ccccc3)o2)cc1)C(=O)O	103	4	1	0	105	-1	98	4
COc1ccc2c(c1)nc(SCC(=O)c1ccc(Br)s1)n2C	109	10	8	-8	102	16	116	-11
CCCNS(=O)(=O)c1cc(CN2C(=O)c3cccnc3C2=O)ccc1OC	108	9	6	8	107	0	107	-3
Cc1ccccc1NC(=O)Cc1nc(COC(=O)/C=C/c2ccccc2)cs1	99	8	-7	-2	98	1	102	12
O=C(NCC1CCCO1)c1cc2c(=O)[nH]c3ccccc3c2s1 (stereo not given)	110	-25	-3	6	105	-5	90	8
O=C(NC1CCCC1)C1CC1c1ccccc1 (stereo not given)	99	7	-6	9	95	1	101	4
COc1ccc(NC(=O)Cn2c(=O)n(-c3ccc(CC(=O)NCc4ccco4)cc3)c(=O)c3ccccc32)cc1	102	-13	23	-14	98	-2	110	0
